RMI-FANCM inh: inhibitors of human RMI core complex binding to FANCM MM2 | AID 1159607 | 70,000 tested, 0.58% active | FP signal (polarization) at 33 µM | Fluorescence polarization, RMI core complex with F-MM2 peptide; active compounds read low; in the data active = FP signal below about 40; also: inactives centre near 61; strong numbers were not always called active; unit not given here
An asterisk follows results filed as active; & = joins results of further samples. Not all compounds are listed (hit frequency here may not be typical).

SMILES	RMI-FANCM inh
NCCS(=O)c1c(-c2ccc(F)cc2)[nH]c2ccccc12 (stereo unspecified)	69
Cc1cnc2c(c1N1CCN(C(=O)c3ccco3)CC1)c(=O)n(Cc1ccc(F)cc1)c(=O)n2C	76
CNC(=O)NC(=O)CSc1nnc(Cc2ccccc2)n1-c1ccc(Cl)cc1	55
CC(C)N1CCC(CNS(=O)(=O)c2ccccc2)CC1	68
CCOc1ccc(-c2noc(C3CC(=O)N(c4ccc5c(c4)OCO5)C3)n2)cc1 (stereo unspecified)	62
Cc1ccc(C)c(NC(=O)C(=O)NCC(c2ccc(F)cc2)N2CCN(C)CC2)c1 (stereo unspecified)	66
Cn1nc2c(c1NC(=O)c1cc(C(F)(F)F)cc(C(F)(F)F)c1)CCC2	60
COC(=O)c1sc(NC(=O)CS(=O)(=O)c2ccc(Cl)cc2)c(C(=O)OC)c1C	59
CC(C)NC(=O)c1ccc2c(=O)n(CC3CCCO3)c(SCC(=O)c3ccc(Cl)cc3)nc2c1 (stereo unspecified)	80
Cc1cc(NC(=O)Nc2ccccc2)n(-c2ccccc2)n1	48
Cc1nc(-c2ccccc2)sc1C(=O)NCCCn1nc(-c2cccs2)ccc1=O	68
COc1ccc(CNC(=O)N2CCC(c3nnc(-c4ccco4)s3)CC2)cc1	63
Cc1nn(C2CCS(=O)(=O)C2)c2nc(-c3ccco3)cc(C(=O)NCCc3ccc(F)cc3)c12 (stereo unspecified)	84
CC(=O)Nc1cccc(NC(=O)CSc2ccc(NC(=O)C(C)C)nn2)c1	66
COc1ccc(-c2cn3c(C(=O)NCCc4ccc(S(N)(=O)=O)cc4)csc3n2)cc1	66
NN=C1c2ccccc2-c2ccccc21	55
N#CC(C#N)=CNc1cccc(NC(=O)c2cccc(Cl)c2)n1	52
CCc1ccc(C2=NN(c3ccc(S(N)(=O)=O)cc3)C(c3ccc(O)cc3)C2)cc1 (stereo unspecified)	162
O=C(NCc1ccccn1)C(=O)Nc1ccc2c(c1)OCCO2	55
O=C(NCc1cc(-c2ccccc2)on1)c1ccccc1C(F)(F)F	54
COC(=O)c1ccc(NC(=O)Cn2cccc(-c3nc(-c4ccc(OC)c(OC)c4)no3)c2=O)cc1	118
CN(C)c1ccc(CCNC(=O)Cc2ccc(Cl)cc2)cc1	69
CC(C)NS(=O)(=O)c1ccc(NC(=O)c2cccnc2)cc1	61
COc1ccc(-c2nc(NC(=O)c3cccc(NS(=O)(=O)c4ccccc4)c3)sc2C)cc1	52
O=C(c1csc(Nc2ccc(OC(F)F)cc2)n1)N1CCc2ccccc21	65
CN(C)C(=O)CSc1nc2ccc([N+](=O)[O-])cc2s1	60
COCCCNC(=S)N/N=C\c1cccn1-c1ccc(C(F)(F)F)cc1	59
CN1CCC[C@@H]1CCO[C@](C)(c1ccccc1)c1ccc(Cl)cc1	64
CCN(CC)CCN(C(=O)c1ccc(S(=O)(=O)N(CC)c2ccccc2)cc1)c1nc2c(OC)ccc(OC)c2s1	77
O=C(NCc1nnnn1-c1cccc(F)c1)C1c2ccccc2Oc2ccccc21	57
Cc1cccc(C2N=C(c3ccc(C(F)(F)F)cn3)NN2)c1 (stereo unspecified)	56
COc1ccc(CCNC(=O)C(=O)c2c(C)[nH]c3ccccc23)cc1OC	60
Cc1cc(NC(=O)c2cc3ccccc3oc2=O)no1	59
O=C(CCN1C(=O)c2ccccc2S1(=O)=O)Nc1ccc(F)c(C(F)(F)F)c1	57
COC(C(=O)N1N=C(c2ccc(Br)cc2)CC1c1ccc(Cl)cc1Cl)c1ccccc1 (stereo unspecified)	63
O=C(CCS(=O)(=O)Cc1ccccc1)Nc1nc(-c2ccccc2)c(C(=O)c2ccccc2)s1	72
O=S(=O)(Nc1ccc(N2CCOCC2)cc1)c1cccc2cccnc12	59
O=C(NCCc1ccc(N2CCCC2)cc1)C(=O)Nc1ccc(F)c(F)c1	74
CCOc1ccc(S(=O)(=O)c2cnc(SCC(=O)Nc3cc(F)ccc3F)[nH]c2=O)cc1	60
CNC(C)CCC=C(C)C (stereo unspecified)	46
CCN(CC)c1ccc(NC(=O)CSc2ncc(-c3ccc(F)cc3)o2)c(C)c1	61
CC(C)CCN1C(=O)C(C)(C)COc2ccc(NS(=O)(=O)C(C)C)cc21	65
Brc1ccc2nc(Nc3cccc4ccccc34)nc(-c3ccccc3)c2c1	62
Cc1cccc(-c2nc(C)c(CCNS(=O)(=O)c3ccc4c(c3)CCCC4)s2)c1	84
O=C(O)Cc1cc(I)c(Oc2cc(I)c(O)c(I)c2)c(I)c1	54
CCc1nnc(NS(=O)(=O)c2ccc(NC(=O)c3ccc(S(=O)(=O)N(CCOC)CCOC)cc3)cc2)s1	53
CC(=O)c1c(C)oc2c1cc(NS(=O)(=O)c1cccc3cccnc13)c1ccccc12	37
Cc1ccc(S(=O)(=O)N2CCC(C(=O)O)(c3ccccc3)CC2)cc1	68
Cc1nc2ccc(Br)cc2c(C(=O)O)c1I	50
Cc1nnc(SCc2ccc(Cl)c(Cl)c2)[nH]c1=O	57
N#Cc1ccc(Oc2nc3cc(Cl)ccc3s2)cc1	56
Cc1ccc(C)c(NC(=O)C(C)Oc2ccc(F)cc2)c1 (stereo unspecified)	63
CCCCc1ncc(CO)[nH]1	54
CN(C)CCC(O)c1ccccc1 (stereo unspecified)	61
CS(=O)(=O)c1ccc(-c2nnc(SCc3ccc([N+](=O)[O-])cc3)o2)cc1	70
COc1ccc(OC)c(NC(=O)CSc2nc3c(sc(=S)n3-c3ccccc3)c(=O)[nH]2)c1	60
O=C(NC(=S)NCCC1=CCCCC1)c1ccccc1I	76
COc1ccccc1N1CCN(C(=O)Cc2csc(Nc3ccc(F)cc3)n2)CC1	63
O=C(NCc1c(F)cccc1F)Nc1c[nH]c2ccccc12	49
Clc1ccc(OCc2ccc(-c3csnn3)cc2)cc1	62
The list goes on.
SMILES	RMI-FANCM inh
O=S(=O)(N=S(N1CCCCC1)N1CCCCC1)c1ccccc1	62
N=C(N)SCCc1cccc(CCSC(=N)N)c1	69
COc1ccc(S(=O)(=O)N2CCN(c3ccccn3)CC2)cc1[N+](=O)[O-]	56
CC1(C)NCS[C@H]1C(=O)O	60
C#CCSc1nnnn1-c1ccc(Br)c(C)c1	55
Cn1nc(C(=O)N2CCN(c3ccccc3F)CC2)ccc1=O	61
O=C(O)C(Cc1cnc[nH]1)N1C(=O)C2C3c4ccccc4C(c4ccccc43)C2C1=O (stereo unspecified)	55&-72
CC(=O)NCCn1ncc2c(=O)n(Cc3ccccc3F)cnc21	67
CCOC(=O)N1CCN(C(=O)Nc2nc(CC(=O)NCc3ccco3)cs2)CC1	61
Cc1nc(C(F)(F)F)ccc1-c1nnc(SCCCN2C(=O)c3ccccc3C2=O)o1	51
Cc1nc2sc(-c3ccccc3)cc2c(=O)o1	56
CC(C)c1ccc(NC(=S)N2CCCC(c3ccc(F)cc3)=N2)cc1	45
COc1ccc(S(=O)(=O)Nc2ccc3c(c2)NC(=O)C(C)(C)CO3)cc1F	63
CCOC(=O)c1ccccc1NC(=O)CSc1nnc(-c2c[nH]c3ccccc23)n1C	60
CC(=O)OCC(=O)C1CCC2C3CC=C4CC(O)CCC4(C)C3CCC12C (stereo unspecified)	59&63

A portion of the results above, as a working copy:
SMILES	RMI-FANCM inh
O=C(NCc1c(F)cccc1F)Nc1c[nH]c2ccccc12	49
Clc1ccc(OCc2ccc(-c3csnn3)cc2)cc1	62
O=S(=O)(N=S(N1CCCCC1)N1CCCCC1)c1ccccc1	62
N=C(N)SCCc1cccc(CCSC(=N)N)c1	69
COc1ccc(S(=O)(=O)N2CCN(c3ccccn3)CC2)cc1[N+](=O)[O-]	56
CC1(C)NCS[C@H]1C(=O)O	60
C#CCSc1nnnn1-c1ccc(Br)c(C)c1	55
Cn1nc(C(=O)N2CCN(c3ccccc3F)CC2)ccc1=O	61
O=C(O)C(Cc1cnc[nH]1)N1C(=O)C2C3c4ccccc4C(c4ccccc43)C2C1=O (stereo unspecified)	55&-72
CC(=O)NCCn1ncc2c(=O)n(Cc3ccccc3F)cnc21	67
CCOC(=O)N1CCN(C(=O)Nc2nc(CC(=O)NCc3ccco3)cs2)CC1	61
Cc1nc(C(F)(F)F)ccc1-c1nnc(SCCCN2C(=O)c3ccccc3C2=O)o1	51
Cc1nc2sc(-c3ccccc3)cc2c(=O)o1	56
CC(C)c1ccc(NC(=S)N2CCCC(c3ccc(F)cc3)=N2)cc1	45
COc1ccc(S(=O)(=O)Nc2ccc3c(c2)NC(=O)C(C)(C)CO3)cc1F	63
CCOC(=O)c1ccccc1NC(=O)CSc1nnc(-c2c[nH]c3ccccc23)n1C	60
CC(=O)OCC(=O)C1CCC2C3CC=C4CC(O)CCC4(C)C3CCC12C (stereo unspecified)	59&63

Remaining list, next part.
SMILES	RMI-FANCM inh
CC(=O)Oc1ccc2c(=O)c(-c3cnn(-c4ccccc4)c3)c(C(F)(F)F)oc2c1OC(C)=O	57
O=C(O)CCC(=O)NNC(=O)CSc1nc2ccccc2[nH]1	61
O=C(NCC1CCN(C2CCCC2)CC1)C(=O)Nc1ccc2c(c1)OCCO2	76
Nc1ncnc2c1ncn2[C@@H]1O[C@H](C(=O)NC2CC2)[C@H](O)C1O (stereo partly specified)	64
CCCC(=O)Nc1ccc(S(=O)(=O)Nc2ccc3c(c2)N(C)C(=O)C(C)(C)CO3)cc1	64
C/C(NNc1ncc(C(F)(F)F)cc1Cl)=C(/C#N)C(N)=S	58
Cc1ccc(NC(=O)CSc2nnc(CCc3c(C)[nH]c(=O)n(C)c3=O)o2)cc1F	61
CCOc1ccccc1NC(=O)c1cc(=O)c(OCC)cn1C	61
O=C(OCCOc1ccc(Cl)cc1Cl)c1ccc([N+](=O)[O-])o1	57
CCSc1ccc(CC(=O)Nc2nc3ccc4sc(C)nc4c3s2)cc1	90
Cc1cccc(Nc2ccncc2S(=O)(=O)NC(=O)NC(C)C)c1	46&61
COc1cccc(NC(=O)c2oc3ccccc3c2N)c1	69
CN(Cc1ccccc1)S(=O)(=O)c1ccc(-c2nc(C#N)c(NCc3ccc(F)cc3)o2)cc1	67
O=C(O)CCCc1nc(-c2cccc([N+](=O)[O-])c2)no1	61
Cc1cc(Nc2ccc(F)c(Cl)c2)nc(-n2cc([N+](=O)[O-])cn2)n1	58
CC(C)(C)n1ncc2c(=O)n(CCC(=O)Nc3ccc4c(c3)OCO4)cnc21	72
O=[N+]([O-])c1ccc(Oc2nc3cc(Cl)ccc3s2)c(C2SCCS2)c1	50
CCOC(=O)c1sc(NC(=O)c2cc(C)no2)nc1C	62
N#CC1=CNc2ccccc2N=C1N	53
Cc1cc(NC(=O)CN2C(=O)/C(=C\c3cccs3)SC2=S)no1	54
CCc1ccccc1NC(=O)CSc1nccn2nc(-c3ccccc3OC)cc12	93
O=C(O)CC1CCCCN1S(=O)(=O)c1ccc(Cl)cc1 (stereo unspecified)	68
CN(C)CC/C=C1\c2ccccc2COc2ccccc21	67&59&69
O=c1cccnn1CCCNS(=O)(=O)c1ccc(F)c(Cl)c1	64
Cc1ccc(Cl)cc1S(=O)(=O)Nc1ccc2c(c1)CCC(=O)N2CC(C)C	60
Oc1ccccc1/C=N\Nc1nc2c(Cl)cc(Cl)cc2s1	48
COC(=O)CSc1nnc(CNC(=O)c2ccc([N+](=O)[O-])cc2)n1-c1ccc(F)cc1	61
CN(C)S(=O)(=O)NCCn1nc(-c2ccco2)ccc1=O	55
Cn1ccnc1SCc1cc(=O)c(OC(=O)/C=C/c2ccc3c(c2)OCO3)co1	52
Nc1cc(C(=O)Nc2ccc3ccccc3c2O)ccc1Cl	55
CC1C(=O)NCCN1C(=O)C1CCCN(S(=O)(=O)c2ccc(Cl)cc2)C1 (stereo unspecified)	71
Cc1cccc(NC(=O)Cc2c(C)nc(SCc3ccccc3F)[nH]c2=O)c1C	65
CCOc1cc(C(=O)Nc2ccc3c(c2)C(=O)NCCO3)cc(OCC)c1OCC	66
Cc1ccc(C(=O)NCCn2ncc3c(=O)n(Cc4ccccc4)cnc32)cc1C	69
CCOC(=O)c1ccc(NC(=O)CCCSc2nc(NC(=O)c3ccccc3)c3c(C)c(C)oc3n2)cc1	61
CCc1cc(=O)n(CC(=O)Nc2ccc(Cl)c(Cl)c2)c(-n2nc(C)cc2C)n1	70
O=C(Cn1cnc(-c2ccccc2)cc1=O)Nc1ccc(C(F)(F)F)cc1	74
Cc1ccc(S(=O)(=O)N2CCc3ccc(NS(=O)(=O)c4ccc(C)s4)cc3C2)cc1	92
O=C1CSC(=S)N1Cc1ccco1	63
CCN(CC)CCCC(C)Nc1ccnc2cc(Cl)ccc12 (stereo unspecified)	55&65&64
C=C(C)CN1CCN(c2cc(-c3ccccc3)nc3c(-c4ccccc4)c(C)nn23)CC1	61
COC(=O)c1ccc(C#CC(C)(C)O)cc1	56
Cc1ccc(NC(=O)Cn2cccc(-c3nc(-c4ccccc4)no3)c2=O)cc1F	182
COc1ccc(CCNC(=O)Nc2cccc([N+](=O)[O-])c2)cc1OC	61
CCc1ccc(-n2nnnc2C/C=N\NC(N)=S)cc1	60
CC(=O)CSc1nnc(CNC(=O)c2cccc(C(F)(F)F)c2)o1	56
COc1cc(Cn2nc(C(C)C)c3cnn(C(C)(C)C)c3c2=O)cc(OC)c1	67
COc1cc(C2CC(=O)NC(SCc3ccccc3)=C2C#N)cc(Br)c1O (stereo unspecified)	53
CCNC(=O)Cc1csc(NC(=O)C(C)(C)C)n1	72
O=C(N/N=C\c1cc(Br)cs1)c1ccccc1O	62
CCOC(=O)c1ccc(OCC2c3cc(OC)c(OC)cc3CCN2C(=O)Cc2cccs2)cc1 (stereo unspecified)	60
Cc1nc(SCc2nc(-c3ccc(F)cc3)no2)[nH]c(=O)c1CCO	64
CC(C)(C)c1ccc(S(=O)(=O)N2CCN(c3ccccc3)CC2)cc1	67
COC(=O)c1ccc2c(=O)n(CC(=O)NCC3CCN(Cc4ccccc4F)CC3)c(=S)[nH]c2c1	66
Cn1c(=O)c2c(nc(/C=C/c3cccc(Cl)c3)n2C)n(C)c1=O	51
O=C(Nc1nc(-c2ccc(I)cc2)cs1)c1c(F)cccc1F	58
CCOC(=O)c1sc(-c2sccc2COc2ccc(Cl)cc2)nc1C	62
CCOc1ccc(C(=O)Nc2nnc(SCC(=O)NCc3ccccc3Cl)s2)cc1OCC	68

Assay outcomes deposited in PubChem by Small Molecule Screening Facility, UW Madison.
